Coupling enz: coupling enzyme interference in Giardia aldolase counter-screen. 0.67% of 290,000 active. coupling enzyme system counterscreen, AmpLite Red fluorescence. AID 2472. activity change, negative = inhibition, % at 58.2 µM, hits read low; in the data active = activity change below about -30%; note: % is set by controls: 0 for no effect and ±100 for the full control effect
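First, compound is pin-transferred into glyceraldehyde-3-phosphate coupling-enzyme reagent at 57.5 uM final and held 10 min at RT. Next, substrate, coupling system and AmpLite Red are added. After 20 min RT, fluorescence (525/598 nm) is read.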
Menin MLL FP TR: menin-MLL binding inhibition, Texas Red mutant peptide. O00255. Menin + Texas Red MLL mutant peptide, fluorescence polarization. Potency, µM (series often up to 61.6 µM), inactives show at the top dose FP activity change, negative = inhibition, actives largely listed as inhibitors. 0.23% of 270,000 active. AID 1768; active = well fitted inhibition curve with a large enough effect in the polarisation, with a control signal flat, not every such curve was filed as active; inconclusive = small, poorly fitted or top-dose-only effect, or effect the other way, or a change in a side signal; inactive = no such curve, though single readings can be large or run the other way; the % refers to the polarisation; note: potency is the fitted concentration of half-maximal effect; % of control where 0% means no effect; many of its hits are not listed in these tables
PKM2 act: increases activity of human pyruvate kinase M2; P14618; purified PKM2, Kinase-Glo ATP luminescence, activation; response scale: 0% is enzyme alone, no compound; Potency, µM (top dose mostly 57.5 µM), for the others: at the highest dose activation, usual class: activators; 0.34% of 260,000 active; active = well fitted activation curve with a large enough effect; inconclusive = small, poorly fitted or top-dose-only effect; inactive = no such curve, though single readings can be large or run the other way; note: potency is the fitted concentration of half-maximal effect; % is set by controls: 0 for no effect and ±100 for the full control effect; nearly all actives have a fitted effect of over 55% in size
Target sequence (P14618 whole entry, looked up): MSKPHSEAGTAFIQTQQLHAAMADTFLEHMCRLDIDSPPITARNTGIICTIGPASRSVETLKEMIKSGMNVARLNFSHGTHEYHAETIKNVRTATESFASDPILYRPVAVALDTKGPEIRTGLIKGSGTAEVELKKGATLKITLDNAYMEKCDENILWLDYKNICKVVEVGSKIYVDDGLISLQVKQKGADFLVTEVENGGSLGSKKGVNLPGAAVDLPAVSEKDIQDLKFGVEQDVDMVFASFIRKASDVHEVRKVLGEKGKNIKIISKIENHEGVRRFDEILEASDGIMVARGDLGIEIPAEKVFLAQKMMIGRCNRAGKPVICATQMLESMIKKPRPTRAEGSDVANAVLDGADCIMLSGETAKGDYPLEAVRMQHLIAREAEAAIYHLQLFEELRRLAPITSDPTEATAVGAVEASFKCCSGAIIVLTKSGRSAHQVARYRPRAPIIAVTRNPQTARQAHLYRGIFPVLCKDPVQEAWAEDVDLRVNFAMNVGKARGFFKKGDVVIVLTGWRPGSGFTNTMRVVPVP
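Kinase-Glo luminescence reports ATP generated from ADP (0.1 mM) and PEP (0.5 mM) by purified hPK-M2 after 1 h at room temperature, pH 7.2 imidazole buffer; intermediate enzyme activity allows detecting inhibitors and activators.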
* marks the source's active call; other numbers are inactive results; ? = inconclusive; & = joins results of further samples; [ ] = dose if it differs, or a comment.

Order of values: Coupling enz	Menin MLL FP TR	PKM2 act
- COC(=O)[C@@]1(Cc2ccc(F)cc2)[C@@H]2[C@@H](CC(=O)[C@H]2CC(=O)C(=O)N2CCCC2)CN1C(=O)c1ccccc1
    -9	-7%	12%
- COC(=O)c1cccc(C23CC4(C2)[C@H](CN(CC2CCCCC2)[C@@H]4c2ccccc2)C3c2ccc(C(F)(F)F)cc2)c1 (stereo partly drawn)
    -2	0%	-7%
- COC(=O)[C@@]1(C)C=C[C@@H](Cc2ccccc2)N1C
    -4	-14%	2%
- COC(=O)[C@@]1(Cc2ccc(OC)cc2)[C@H]2c3cc(C(=O)N4CCCC4)n(Cc4ccc(Cl)c(C(F)(F)F)c4)c3C[C@H]2CN1C(=O)c1ccccc1
    0	1%	-8%
- COC(=O)c1ccc(C(NC(=O)OCc2ccccc2)/C(=C/[C@@H](C)C(=O)NCc2cc(F)cc(F)c2)c2cccnc2)cc1 (stereo partly drawn)
    -2	-5%	1%
- C[C@@]1(C(NC(=O)c2ccc(-c3ccccc3)cc2)c2ccc(Cl)cc2)C[C@H]1C1CCCCC1 (stereo partly drawn)
    1	9%	-3%
- COCCNc1nc(C)nc2c1nc(-c1ccccc1)n2CCCN1CCCCC1C (stereo not drawn)
    -1	18%	-7%
- COCC(=O)N1CCc2nc(-c3ccccc3)c3c(c2C1)CO[C@@H](C)C3
    2	-2%[11.7 µM]	-10%[11.5 µM]
- CN1CCN(C(=O)c2nc3ccc(Cl)cc3[nH]2)CC1
    4	2%	-4%
- COC(=O)[C@@]1(Cc2ccc(OC)cc2)[C@H]2c3cc(C(=O)N(C)C)n(Cc4nc5ccccc5[nH]4)c3C[C@H]2CN1C(=O)c1ccccc1
    4	-9%	2%
- COC(=O)c1ccc(C(NC(=O)OCc2ccccc2)/C(=C/[C@@H](C)C(=O)NCc2nc3ccccc3s2)c2cccnc2)cc1 (stereo partly drawn)
    -1	-11%	-6%
- CNC(=O)[C@]1(C)C[C@H]1[C@H](NC(=O)[C@]1(C)C[C@H]1[C@H](NC(=O)OCc1ccccc1)c1ccccc1)c1ccccc1
    1	-3%	1%
- CCCCc1nc2c(c3c1C[C@H](C)OC3)CN(S(=O)(=O)c1ccc3c(c1)OCCN3C)CC2
    -1	-12%[11.7 µM]	-32%[11.5 µM]
- CCOC(=O)C(c1ccc(OC)c(OC)c1)C1c2ccccc2C=C(C)N1C(=O)OC (stereo not drawn)
    0	-18%[11.7 µM]	-2%[11.5 µM]
- CCN(CC)c1ccc(/C=N/NC(=O)c2ccc(O)cc2)cc1
    1&1	?	0%
- CCC1=C2CC[C@H]3C(=O)N(C)C(=O)[C@H]3[C@H]2[C@@]2(C)C(=NCC(=O)OC)OC(=O)N2C1=O
    2	4%	0%
- C[C@H](CO)NC(=O)[C@H]1C[C@@H]1[C@H](NP(=O)(c1ccccc1)c1ccccc1)c1ccccc1
    0	0%	-1%
- COC(=O)CNC(=O)[C@@]1(C)C=C[C@@H](Cc2ccccc2)N1C(=O)OC
    1	-11%	2%
- CCC/C=C(\CCC)C(NC(=O)c1cccs1)c1ccc(C(=O)OC)cc1 (stereo not drawn)
    -8	1%	1%
- COC(=O)C1=C(C(=O)OC)[C@@H]2N(C)c3ccc(OC)cc3[C@@]23C[C@@H](C(=O)OC)N(S(=O)(=O)c2ccc(C)cc2)C3=N1
    0	-18%[11.7 µM]	-2%[11.5 µM]

Next part.
Order of values: Coupling enz	Menin MLL FP TR	PKM2 act
- C/C(=C\C1CCCCC1)C(NC(=O)c1cccnc1)c1ccc(-c2ccccc2)cc1 (stereo not drawn)
    -1	18%	0%
- COc1cccc(CC(=O)N2CCc3nc(-c4ccc(OC)cc4C)c4c(c3C2)CO[C@@H](c2ccccc2)C4)c1
    1	-17%[11.7 µM]	-6%[11.5 µM]
- CCC1=C(OC(=O)N(CC)CC)N2C(=O)OC(=NCCOC)[C@]2(C)[C@H]2C1=CC[C@H]1C(=O)N(CC(=O)OC)C(=O)[C@H]12
    -2	-3%	3%
- CCCn1c(C)nc2c(NCCN3CCCCC3)nc(C)nc21
    -1	9%	1%
- CCCC/C=C/C(NC(=O)OCc1ccccc1Cl)c1ccccc1 (stereo not drawn)
    0	-5%	1%
- CCC/C=C(\CCC)C(NC(=O)c1ccc(C(F)(F)F)cc1)c1ccccc1 (stereo not drawn)
    -6	1%	-2%
- CCCCCCNC(=O)Nc1ccc(S(=O)(=O)Nc2ccc(CCNC[C@H](O)COc3ccc(O)cc3)cc2)cc1
    4	33%[activator]	-3%
- COCCNC(=O)[C@H](C)/C=C(\c1cccnc1)C(NC(=O)OCc1ccccc1)c1ccc(C(=O)OC)cc1 (stereo partly drawn)
    5	11%	2%
- COc1c(O)c(O)cc2c1oc1c3cc(C)ccc3oc(=O)c21
    0	?	?
- COC(=O)[C@@]1(Cc2ccc(F)cc2)[C@H]2c3cc(C(=O)N4CCCC4)n(Cc4ccc(OC(F)(F)F)cc4)c3C[C@H]2CN1C(=O)c1ccccc1
    -4	8%	1%
- CCCCc1nc2c(c3c1C[C@H](C)OC3)CN(C(=O)C1CC1)CC2
    5	4%[11.7 µM]	8%[11.5 µM]
- Cc1noc(C)c1S(=O)(=O)N1CCc2nc(-c3ccccc3)c3c(c2C1)CO[C@@H](C)C3
    -3	-4%[11.7 µM]	-13%[11.5 µM]
- COC(=O)CC1c2ccccc2C=C(C2CC2)N1C(=O)OC (stereo not drawn)
    2&0	-7%	-19%[11.5 µM]
- COC(=O)C1=C(C(=O)OC)[C@@H]2N(C)c3ccccc3[C@@]23C[C@@H](CO)N(C(=O)c2cc(C)oc2C)C3=N1
    0	?	-4%[11.5 µM]
- CCCn1c(C)nc2c(NCCCCN(C)C)nc(C)nc21
    4	0%	0%
- COC(=O)[C@@]1(Cc2ccc(F)cc2)[C@H]2c3cc(C(=O)N4CCCC4)n(CCSCCO)c3C[C@H]2CN1C(=O)c1ccccc1
    5	-26%	0%
- COC(=O)[C@@H]1C[C@@]1(C)[C@@H](NC(=O)OCc1ccccc1)c1ccccc1
    3	1%	0%
- COC(=O)[C@@H]1C[C@H]1[C@@H](NC(C)=O)c1ccccc1
    2	0%	-7%
- COC(=O)[C@@]1(Cc2ccccc2)[C@H]2c3cc(C(=O)N(C)C)n(Cc4ccc(O)c(OC)c4)c3C[C@H]2CN1C(=O)c1ccccc1
    0	-8%	1%
- CCN(CC)CCn1c(-c2ccccc2)nc2c(NCCOC)nc(C)nc21
    2	-14%	-2%

The results go on:
Order of values: Coupling enz	Menin MLL FP TR	PKM2 act
- COC(=O)[C@@]1(Cc2ccccc2)[C@H]2c3cc(C(=O)N4CCCC4)n(C)c3C[C@H]2CN1C(=O)c1ccccc1
    3	?	0%
- COC(=O)C1(CC(C)C)C=C2C(=C(c3ccccc3)C(=O)C2C)CN1 (stereo not drawn)
    -6	-9%	1%
- COC(=O)C1=C(C(=O)OC)[C@@H]2N(C)c3ccccc3[C@@]23C[C@@H](C(=O)OC)N(S(=O)(=O)c2ccc([N+](=O)[O-])cc2)C3=N1
    -6	0%[11.7 µM]	4%[11.5 µM]
- COC(=O)c1ccc(C(NC(=O)OCc2ccccc2)/C(=C/[C@@H](C)C(=O)NCCc2c[nH]c3ccccc23)c2cccnc2)cc1 (stereo partly drawn)
    0	14%	-5%
- Cc1nc(N2CCOCC2)c2nc(-c3ccccc3)n(CCCN(C)C)c2n1
    2	0%	-1%
- CCCC[C@@H]1C[C@H]1C(NC(=O)c1cccnc1)c1ccc(-c2ccccc2)cc1 (stereo partly drawn)
    1	6%	0%
- CCCCNc1nc(C)nc2c1nc(-c1ccccc1)n2C(C)CCCN(CC)CC (stereo not drawn)
    1	-11%	15%
- COC(=O)[C@@H]1C[C@H]1[C@@H](NC(=O)c1cccnc1)c1ccccc1
    0	12%	-1%
- COC(=O)[C@@]1(Cc2ccc(F)cc2)[C@H]2c3cc(C(=O)N(C)C)n(C)c3C[C@H]2CN1C(=O)c1ccccc1
    -3	-12%	-4%
- CCCC[C@@H]1C[C@H]1C(NC(=O)c1ccco1)c1ccccc1C(F)(F)F (stereo partly drawn)
    -2	8%	-1%
- CCC#CCOCC(=S)Nc1ccccc1
    -3	17%	0%
- CCc1c2c(nc3cccc(C(C)C)c13)-c1cccc(=O)n1C2
    -9	6%	7%
- CO[C@H]1OC[C@@]2(C)[C@@H]3C4=C(CN2C(=O)OC(C)(C)C)[C@H](C)[C@H](CO)[C@H](CO)[C@H]4CC[C@H]13
    0	-19%	1%
- CCCCc1nc2c(c3c1C[C@H](C)OC3)CN(S(=O)(=O)c1ccccc1C(=O)OC)CC2
    -1	-8%[11.7 µM]	-2%[11.5 µM]
- CCCCCCCC1=Cc2ccccc2C(C(C(=O)OC)C(=O)OC)N1C(=O)OC (stereo not drawn)
    0	-16%[11.7 µM]	-14%[11.5 µM]
- C[C@H]1Cc2c(COc3ccccc3)nc3c(c2CO1)CN(C(=O)C1CC1)CC3
    4	-9%[11.7 µM]	-1%[11.5 µM]
- CCC/C=C(\CCC)C(NP(=O)(c1ccccc1)c1ccccc1)c1ccc(C(F)(F)F)cc1 (stereo not drawn)
    -8	-24%	1%
- FC(F)(F)c1ccc(C2[C@H]3CN(CC4CCCCC4)[C@H](c4ccccc4)C34CC2(c2ccccc2)C4)cc1 (stereo partly drawn)
    -2	0%	-2%
- CCCn1c(C)nc2c(NCCCN(CCO)CCO)nc(C)nc21
    0	-4%	0%
- CCCn1c(-c2ccc(F)cc2)nc2c(N3CCN(Cc4nc(OC)cc(OC)n4)CC3)nc(C)nc21
    -2	-12%	0%

Additional entries.
Order of values: Coupling enz	Menin MLL FP TR	PKM2 act
- COC(=O)[C@@H](NC(=O)N1CCc2nc(-c3ccc(OC)cc3C)c3c(c2C1)CO[C@@H](c1ccccc1)C3)C(C)C
    0	-8%[11.7 µM]	-7%[11.5 µM]
- COC(=O)[C@H](Cc1ccccc1)NC(=O)[C@H]1C[C@@H]1[C@H](NC(=O)OCc1ccccc1)c1ccccc1
    4	-10%	14%
- CCCCNc1nc(C)nc2c1nc(-c1ccccc1)n2CCN1CCCC1
    0	-1%	3%
- CCC1=C2CC[C@H]3C(=O)N(CC(=O)OC)C(=O)[C@H]3[C@H]2[C@@]2(C)C(=O)N(CC3CC3)C(=O)N2C1=O
    1	-1%	-6%
- COC(=O)[C@@]1(Cc2ccc(F)cc2)[C@H]2c3cc(C(=O)N(C)C)n(CCc4c[nH]c5ccc(OC)cc45)c3C[C@H]2CN1C(=O)c1ccccc1
    -4	0%	-2%
- C=CC1=C2C=C(C3CC3)N(Cc3ccco3)C=C2C(=O)C(C)(OC(=O)c2ccco2)C1=O (stereo not drawn)
    1	2%[11.7 µM]	-2%[11.5 µM]
- Cn1c(N)c(C(=O)COC(=O)c2cc(-c3ccccc3)nc3ccccc23)c(=O)n(C)c1=O
    1	?	-2%
- Cc1ccc(CNC(=O)[C@@H]2C[C@H]2[C@@H](NP(=O)(c2ccccc2)c2ccccc2)c2ccccc2)o1
    7	-16%	?
- CCCn1c(C)nc2c(NCC3CCCN3CC)nc(C)nc21 (stereo not drawn)
    4	-2%	-1%

By substructure, the compounds so far with sulfur (10)
Order of values: Coupling enz	Menin MLL FP TR	PKM2 act
- COC(=O)c1ccc(C(NC(=O)OCc2ccccc2)/C(=C/[C@@H](C)C(=O)NCc2nc3ccccc3s2)c2cccnc2)cc1 (stereo partly drawn)
    -1	-11%	-6%
- CCCCc1nc2c(c3c1C[C@H](C)OC3)CN(S(=O)(=O)c1ccc3c(c1)OCCN3C)CC2
    -1	-12%[11.7 µM]	-32%[11.5 µM]
- CCC/C=C(\CCC)C(NC(=O)c1cccs1)c1ccc(C(=O)OC)cc1 (stereo not drawn)
    -8	1%	1%
- COC(=O)C1=C(C(=O)OC)[C@@H]2N(C)c3ccc(OC)cc3[C@@]23C[C@@H](C(=O)OC)N(S(=O)(=O)c2ccc(C)cc2)C3=N1
    0	-18%[11.7 µM]	-2%[11.5 µM]
- CCCCCCNC(=O)Nc1ccc(S(=O)(=O)Nc2ccc(CCNC[C@H](O)COc3ccc(O)cc3)cc2)cc1
    4	33%[activator]	-3%
- Cc1noc(C)c1S(=O)(=O)N1CCc2nc(-c3ccccc3)c3c(c2C1)CO[C@@H](C)C3
    -3	-4%[11.7 µM]	-13%[11.5 µM]
- COC(=O)[C@@]1(Cc2ccc(F)cc2)[C@H]2c3cc(C(=O)N4CCCC4)n(CCSCCO)c3C[C@H]2CN1C(=O)c1ccccc1
    5	-26%	0%
- COC(=O)C1=C(C(=O)OC)[C@@H]2N(C)c3ccccc3[C@@]23C[C@@H](C(=O)OC)N(S(=O)(=O)c2ccc([N+](=O)[O-])cc2)C3=N1
    -6	0%[11.7 µM]	4%[11.5 µM]
- CCC#CCOCC(=S)Nc1ccccc1
    -3	17%	0%
- CCCCc1nc2c(c3c1C[C@H](C)OC3)CN(S(=O)(=O)c1ccccc1C(=O)OC)CC2
    -1	-8%[11.7 µM]	-2%[11.5 µM]

The list is partial, so the mix of outcomes need not match the whole.
